From PubChem BioAssay
SENP6 block: blocks the human protease SENP6; Q9GZR1; Recombinant SENP6 catalytic domain, aminoluciferin luminescence; inhibition, % at 10 µM; actives 1.8% (n = 330,000); AID 2599;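 active = inhibition above about 50% at the single tested dose, limit read from the data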;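 also: plate controls were DMSO wells with enzyme for no effect and DMSO wells lacking enzyme for full effect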
Target sequence (Q9GZR1 628-1112 limits assumed): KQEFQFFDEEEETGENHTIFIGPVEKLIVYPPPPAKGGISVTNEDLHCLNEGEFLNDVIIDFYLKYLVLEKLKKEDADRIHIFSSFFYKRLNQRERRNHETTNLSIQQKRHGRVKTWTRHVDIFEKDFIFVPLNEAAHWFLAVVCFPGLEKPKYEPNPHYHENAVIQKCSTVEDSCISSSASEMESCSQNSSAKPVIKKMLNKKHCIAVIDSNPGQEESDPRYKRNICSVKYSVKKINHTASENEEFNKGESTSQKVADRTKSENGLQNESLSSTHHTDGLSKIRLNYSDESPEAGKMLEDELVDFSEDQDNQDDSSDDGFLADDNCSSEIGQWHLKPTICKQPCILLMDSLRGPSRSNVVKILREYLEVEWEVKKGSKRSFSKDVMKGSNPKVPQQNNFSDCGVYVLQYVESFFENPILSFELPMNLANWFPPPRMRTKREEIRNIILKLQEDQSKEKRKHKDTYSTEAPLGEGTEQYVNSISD
PfG6PD inh: PfG6PD (Plasmodium falciparum) enzyme inhibition | PfGluPho enzyme, NADPH resazurin-diaphorase fluorescence | inhibition, % at 20 µM | actives 0.78% (n = 350,000);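 active = inhibition reaching at least a set limit at 20 µM in the primary screen, cut at about 59% in these data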;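 also: 0% = DMSO wells with substrate and 100% = DMSO wells lacking glucose-6-phosphate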
NR3A LBD binder: modulates the human NR3A ligand-binding domain | actives 2.5% (n = 340,000) | NR3A LBD differential scanning fluorimetry, Tm shift; 0% = protein alone, 100% = glycine-bound protein | Tm shift relative to glycine control, % at 25 µM;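 active = melting temperature shift of at least 10% of the positive control shift, at one fixed dose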
MPTP inh: inhibitors of mitochondrial permeability transition pore. isolated mouse mitochondria, Ca2+ swelling absorbance, 30 min. actives 1.4% (n = 360,000). inhibition, % at 10 µM;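 active = inhibition of 50% or more, scaled per plate between neutral and stimulator controls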;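 also: 0% = DMSO wells given calcium and 100% = 1 mM EGTA wells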
SENP7 inh: inhibitors of human SENP7 protease; Q9BQF6; recombinant SENP7, Z-RLRGG-aminoluciferin luminescence, 40 min; inhibition, % at 5 µM; actives 1.5% (n = 330,000); AID 434973;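 active = inhibition above about 50% at the single test dose, limit read from the data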;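 also: plate controls were DMSO with enzyme for no effect and no enzyme buffer wells for full effect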
Target sequence (Q9BQF6 706-1050 limits assumed): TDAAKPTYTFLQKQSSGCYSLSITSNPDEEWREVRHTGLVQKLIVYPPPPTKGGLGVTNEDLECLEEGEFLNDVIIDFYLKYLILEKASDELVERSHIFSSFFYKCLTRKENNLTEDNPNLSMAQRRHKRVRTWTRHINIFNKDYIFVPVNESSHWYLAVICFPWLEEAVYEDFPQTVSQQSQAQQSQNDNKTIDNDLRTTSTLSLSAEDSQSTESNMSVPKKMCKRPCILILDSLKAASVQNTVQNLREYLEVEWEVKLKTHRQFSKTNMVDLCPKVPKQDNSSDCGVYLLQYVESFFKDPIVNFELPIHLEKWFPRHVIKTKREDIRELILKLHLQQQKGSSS
HKDC1 inhibitor: blocks human hexokinase HKDC1 activity; Q2TB90; AID 493160; inhibition, % at 20 µM; actives 0.16% (n = 340,000); recombinant HKDC1, G6PDH/diaphorase resazurin coupled fluorescence;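 active = inhibition above about 35% when tested at 20 µM, limit read from the data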;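 also: plate controls were DMSO wells with enzyme for no effect and DMSO wells lacking enzyme for full effect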
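System: Recombinant HKDC1 hexokinase | Amount: HKDC1 at 5 µg/mL | Reagent: Glucose with 1 mM ATP | Doses: Single 20 µM dose | Incubation: Reaction time 90 min, room temperature, protected from light | Signal: Coupled resazurin fluorescence, excitation 525 nm, emission 613 nm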
ATG4B inh: inhibitors of human ATG4B cysteine protease; inhibition, % at 8.33 µM; actives 0.51% (n = 340,000); ATG4B cleavage of LC3-PLA2, NBD-HPC fluorescence, 1 h; Q9Y4P1; AID 504462; in the data active = inhibition above about 40%
SENP8 inh: inhibitors of human SENP8 protease; AID 602440; inhibition, % at 20 µM; recombinant SENP8, Nedd8 substrate fluorescence; actives 0.64% (n = 360,000); in the data active = inhibition mostly above about 40%, no sharp cut-off; inactive = mostly below about 27%
Target sequence (Q96LD8 whole entry, looked up): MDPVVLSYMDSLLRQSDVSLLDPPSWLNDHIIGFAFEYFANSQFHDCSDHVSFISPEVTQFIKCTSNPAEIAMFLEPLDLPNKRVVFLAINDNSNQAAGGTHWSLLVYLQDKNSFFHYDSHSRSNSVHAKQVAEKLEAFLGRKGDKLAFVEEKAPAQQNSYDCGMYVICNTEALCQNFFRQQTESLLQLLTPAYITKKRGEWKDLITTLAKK
An asterisk follows results filed as active; & = joins results of further samples. Rows were taken by chance, and some 6.9% of all compounds hit somewhere here.

Results for CCCS(=O)(=O)c1cnc(C2COc3ccccc3O2)nc1N (centres undefined) ?
SENP6 block: 93*; PfG6PD inh: -12; NR3A LBD binder: 0; MPTP inh: -0.5; SENP7 inh: 94*; HKDC1 inhibitor: 0; ATG4B inh: 5; SENP8 inh: 13

Results for O=C(NCC1CCCO1)C1CCN(C2CCN(C3CCCCCC3)CC2)CC1 (centres undefined) ?
SENP6 block: -20; PfG6PD inh: 7; NR3A LBD binder: -4; MPTP inh: -1.7; SENP7 inh: 3; HKDC1 inhibitor: -12; ATG4B inh: -1; SENP8 inh: 6

Results for COc1ccc(OC2OC3COC(C)(C)OC3C(O)C2NC(C)=O)cc1 (centres undefined) ?
SENP6 block: -2; PfG6PD inh: -1; NR3A LBD binder: -3; MPTP inh: 1.3; SENP7 inh: 5; HKDC1 inhibitor: -10; ATG4B inh: 9; SENP8 inh: 13

Results for CC(CCc1ccccc1)NC(=O)c1ccc2nc(N3CCOCC3)sc2c1 (centres undefined) ?
SENP6 block: -4; PfG6PD inh: -2; NR3A LBD binder: -3; MPTP inh: -0.8; SENP7 inh: -2; HKDC1 inhibitor: 1; ATG4B inh: -15; SENP8 inh: 6

How did Cc1ccccc1C(=O)NC(=S)NCCc1ccccc1 do in these assays?
SENP6 block: -11; PfG6PD inh: 9; NR3A LBD binder: -2; MPTP inh: -0.6; SENP7 inh: -5; HKDC1 inhibitor: 8; ATG4B inh: 24; SENP8 inh: 15

Results for COc1ccc(CNC2CCCC2)c(OC)c1OC ?
SENP6 block: -9; PfG6PD inh: -25; NR3A LBD binder: 1; MPTP inh: -0.8; SENP7 inh: 5; HKDC1 inhibitor: -3; ATG4B inh: 0; SENP8 inh: 19

Results for CCN(CC)CCN(Cc1cc2cc3c(cc2[nH]c1=O)OCO3)C(=S)NC ?
SENP6 block: 23; PfG6PD inh: 1; NR3A LBD binder: 0; MPTP inh: 0.5; SENP7 inh: -8; HKDC1 inhibitor: 2; ATG4B inh: -2; SENP8 inh: -310

How did COc1ccccc1-n1cc(C(=O)NCC(=O)NCc2ccc(F)cc2)c2ccccc2c1=O do in these assays?
SENP6 block: 3; PfG6PD inh: 11; NR3A LBD binder: 0; MPTP inh: -3.5; SENP7 inh: -2; HKDC1 inhibitor: -6; ATG4B inh: -45; SENP8 inh: -10

How did CCCCN1CC(=O)N2[C@H]3c4cc(Br)ccc4OC[C@@H]3[C@H](C(=O)OCC)[C@]2(C)C1=O do in these assays?
SENP6 block: -12; PfG6PD inh: -12; NR3A LBD binder: 1; MPTP inh: -1.5; SENP7 inh: 6; HKDC1 inhibitor: 4; ATG4B inh: -2; SENP8 inh: 12

What do the screens show for `CC(=O)c1cccc(NC(=O)CSc2nnc(-c3cccnc3)o2)c1`?
SENP6 block: 0; PfG6PD inh: -9; NR3A LBD binder: 0; MPTP inh: -2.4; SENP7 inh: -4; HKDC1 inhibitor: -7; ATG4B inh: -2; SENP8 inh: 22

What do the screens show for `CC(=O)N1CCN(C(=O)C2CCN(S(=O)(=O)c3ccccc3C(F)(F)F)CC2)CC1`?
SENP6 block: 3; PfG6PD inh: -11; NR3A LBD binder: 1; MPTP inh: 5.7; SENP7 inh: 6; HKDC1 inhibitor: -5; ATG4B inh: -2; SENP8 inh: 7

What do the screens show for `O=C(NCC(=O)N(CCc1ccccc1)C(C(=O)NC1CCCCC1)c1ccncc1)c1ccco1` (centres undefined)?
SENP6 block: -15; PfG6PD inh: -18; NR3A LBD binder: -2; MPTP inh: 1.7; SENP7 inh: 7; HKDC1 inhibitor: -5; ATG4B inh: -11; SENP8 inh: 12

Results for CN1Cc2cccc3c2C(Cc2ccccc2S3)C1 (centres undefined) ?
SENP6 block: -14; PfG6PD inh: -10; NR3A LBD binder: -4; MPTP inh: -1.4; SENP7 inh: -3; HKDC1 inhibitor: -10; ATG4B inh: 5; SENP8 inh: 29

How did CCOc1ccc(N2CC(C(=O)Nc3ccc(S(=O)(=O)N4CCOCC4)cc3)CC2=O)cc1 (centres undefined) do in these assays?
SENP6 block: -9; PfG6PD inh: -2; NR3A LBD binder: 1; MPTP inh: -1.7; SENP7 inh: -7; HKDC1 inhibitor: -5; ATG4B inh: -5; SENP8 inh: 9

How did CCOc1ccc(C2CC(c3ccccc3C)n3ncnc3N2)cc1 (centres undefined) do in these assays?
SENP6 block: 9; PfG6PD inh: 39; NR3A LBD binder: -1; MPTP inh: -1.7; SENP7 inh: 2; HKDC1 inhibitor: -4; ATG4B inh: -5; SENP8 inh: -4

How did COCCNC(=S)N/N=C(\C)c1ccc2cc(OC)ccc2c1 do in these assays?
SENP6 block: 19; PfG6PD inh: 12; NR3A LBD binder: -1; MPTP inh: -0.5; SENP7 inh: 6; HKDC1 inhibitor: 4; ATG4B inh: -16; SENP8 inh: -61

How did O=C(C[C@H]1C[C@H](C(=O)N2CCOCC2)[C@@]2(CCC3CCCC3)c3[nH]c4ccc(Cl)cc4c3CCN2C1=O)NCCc1ccccn1 do in these assays?
PfG6PD inh: 16; NR3A LBD binder: -3; MPTP inh: -0.2; SENP7 inh: 7; HKDC1 inhibitor: 1; ATG4B inh: -11; SENP8 inh: -7

Results for Cc1cccc(Nc2nc(N)nc(CN3CCN(c4ccccc4F)CC3)n2)c1 ?
SENP6 block: -1; PfG6PD inh: 11; NR3A LBD binder: -3; MPTP inh: -1.0; SENP7 inh: 2; HKDC1 inhibitor: 2; ATG4B inh: -18; SENP8 inh: 34

Results for COc1ccc(NC(=S)Nc2ccc3nc(C)c(C)nc3c2)cc1 ?
SENP6 block: -11; PfG6PD inh: 12; NR3A LBD binder: -5; MPTP inh: 2.6; SENP7 inh: 0; HKDC1 inhibitor: 4; ATG4B inh: -10; SENP8 inh: -115

Results for COc1cc(/C=C2\Oc3cc(O)ccc3C2=O)ccc1O ?
SENP6 block: 1; PfG6PD inh: -6; NR3A LBD binder: -3; MPTP inh: 4.3; SENP7 inh: 7; HKDC1 inhibitor: 11; ATG4B inh: 5; SENP8 inh: -197

Two entries picked at random from the list so far:
Results for COc1cc(/C=C2\Oc3cc(O)ccc3C2=O)ccc1O ?
SENP6 block: 1; PfG6PD inh: -6; NR3A LBD binder: -3; MPTP inh: 4.3; SENP7 inh: 7; HKDC1 inhibitor: 11; ATG4B inh: 5; SENP8 inh: -197

Results for O=C(NCC1CCCO1)C1CCN(C2CCN(C3CCCCCC3)CC2)CC1 (centres undefined) ?
SENP6 block: -20; PfG6PD inh: 7; NR3A LBD binder: -4; MPTP inh: -1.7; SENP7 inh: 3; HKDC1 inhibitor: -12; ATG4B inh: -1; SENP8 inh: 6

New compounds follow
What do the screens show for `O=C(/C=C/c1ccc(S(=O)(=O)N2CCOCC2)cc1)OCC(=O)c1ccc([N+](=O)[O-])cc1`?
SENP6 block: -13; PfG6PD inh: 27; NR3A LBD binder: -2; MPTP inh: 3.4; SENP7 inh: 4; HKDC1 inhibitor: -8; ATG4B inh: 2; SENP8 inh: 14

What do the screens show for `CCOc1ccccc1NS(=O)(=O)c1cc2c3c(c1)C(C)C(=O)N3CCC2` (centres undefined)?
SENP6 block: -2; PfG6PD inh: -12; NR3A LBD binder: 0; MPTP inh: -0.3; SENP7 inh: -2; HKDC1 inhibitor: 6; ATG4B inh: -7; SENP8 inh: 8

How did Cn1c(SCC(=O)c2ccc3c(c2)Cc2ccccc2-3)nnc1-c1ccccc1 do in these assays?
SENP6 block: -26; PfG6PD inh: 5; NR3A LBD binder: 1; MPTP inh: -2.0; SENP7 inh: 8; HKDC1 inhibitor: 8; ATG4B inh: -3; SENP8 inh: 9

How did O=[N+]([O-])c1cn(Cc2ccccc2)cn1 do in these assays?
SENP6 block: 9; PfG6PD inh: 6; NR3A LBD binder: -1; MPTP inh: -0.8; SENP7 inh: -1; HKDC1 inhibitor: -3; ATG4B inh: 0; SENP8 inh: 11

How did O=C(c1ccc2c(c1)OCO2)N1CCN(c2ccc(F)cc2)CC1 do in these assays?
SENP6 block: 1; PfG6PD inh: 0; NR3A LBD binder: 0; MPTP inh: 0.8; SENP7 inh: 14; HKDC1 inhibitor: 0; ATG4B inh: 16; SENP8 inh: 5

Results for COc1ccc(N(CC(=O)NCc2ccncc2)S(=O)(=O)c2ccccc2[N+](=O)[O-])c(OC)c1 ?
SENP6 block: -1; PfG6PD inh: -1; NR3A LBD binder: 0; MPTP inh: 0.7; SENP7 inh: -15; HKDC1 inhibitor: 1; ATG4B inh: -8; SENP8 inh: 15

Results for O=C(Nc1nccs1)C1CC=CCC1 (centres undefined) ?
SENP6 block: -19; PfG6PD inh: 3; NR3A LBD binder: -1; MPTP inh: -2.1; SENP7 inh: -1; HKDC1 inhibitor: -3; ATG4B inh: -6; SENP8 inh: 0

What do the screens show for `CCc1cc2ccc(C)cc2nc1SCC(=O)Nc1c[nH]c(=O)[nH]c1=O`?
SENP6 block: -12; PfG6PD inh: -2; NR3A LBD binder: -1; MPTP inh: -1.5; SENP7 inh: -11; HKDC1 inhibitor: -11; ATG4B inh: 5; SENP8 inh: 0

Results for COC(=O)Cn1c(=NC(=O)c2ccc(S(=O)(=O)N3CCOCC3)cc2)sc2cc(S(N)(=O)=O)ccc21 ?
SENP6 block: -2; PfG6PD inh: 5; NR3A LBD binder: -6; MPTP inh: 0.8; SENP7 inh: -1; HKDC1 inhibitor: -2; ATG4B inh: -15; SENP8 inh: -403

How did CCC(=O)Nc1ccc(NC(=O)c2cccc3c(Br)cccc23)cc1 do in these assays?
SENP6 block: 11; PfG6PD inh: -22; NR3A LBD binder: 0; MPTP inh: 0.8; SENP7 inh: 13; HKDC1 inhibitor: 1; ATG4B inh: 2; SENP8 inh: -25

Results for Cc1c(C(=O)N2CCCC2)c(S(=O)(=O)NCC(C)c2ccccc2)c(C)n1C (centres undefined) ?
SENP6 block: -3; PfG6PD inh: -10; NR3A LBD binder: -1; MPTP inh: -1.0; SENP7 inh: -20; HKDC1 inhibitor: -4; ATG4B inh: 7; SENP8 inh: 10

What do the screens show for `Cc1cc(SCc2cccc(C(F)(F)F)c2)nc(=O)[nH]1`?
SENP6 block: 16; PfG6PD inh: 10; NR3A LBD binder: -2; MPTP inh: 0.8; SENP7 inh: 1; HKDC1 inhibitor: 1; ATG4B inh: -2; SENP8 inh: 8

Results for O=C(NNC(=S)Nc1ccc(Cl)cc1Cl)c1cccnc1 ?
SENP6 block: -1; PfG6PD inh: -9; NR3A LBD binder: 0; MPTP inh: 5.7; SENP7 inh: 5; HKDC1 inhibitor: -1; ATG4B inh: 4; SENP8 inh: -6

How did O=C(NCCCN1CCCC1)c1ccc2c(c1)N(Cc1ccccc1F)C(=O)c1ccccc1S2=O (centres undefined) do in these assays?
SENP6 block: 14; PfG6PD inh: 13; NR3A LBD binder: -1; MPTP inh: -2.3; SENP7 inh: 1; HKDC1 inhibitor: -7; ATG4B inh: -3; SENP8 inh: 16

How did CC1(c2ccc3c(c2)OCCO3)NC(=O)N(CC(=O)Nc2ccccc2)C1=O (centres undefined) do in these assays?
SENP6 block: -2; PfG6PD inh: 4; NR3A LBD binder: 1; MPTP inh: -1.2; SENP7 inh: -8; HKDC1 inhibitor: -6; ATG4B inh: -2; SENP8 inh: 11

What do the screens show for `Oc1ccc(/C=N/Nc2nn3cnnc3c3ccccc23)cc1`?
SENP6 block: -3; PfG6PD inh: 12; NR3A LBD binder: -6; MPTP inh: 0.7; SENP7 inh: -7; HKDC1 inhibitor: -3; ATG4B inh: -1; SENP8 inh: -99

How did CC(Oc1cccc2c1OC(C)(C)C2)C(=O)O (centres undefined) do in these assays?
SENP6 block: -7; PfG6PD inh: 0; NR3A LBD binder: -3; MPTP inh: 1.2; SENP7 inh: 1; HKDC1 inhibitor: 4; ATG4B inh: -7; SENP8 inh: 14

How did CCN1CCc2nc(NC(=O)c3ccc(S(=O)(=O)N(C)C)cc3)sc2C1 do in these assays?
SENP6 block: 7; PfG6PD inh: 5; NR3A LBD binder: -2; MPTP inh: -5.0; SENP7 inh: 7; HKDC1 inhibitor: -3; ATG4B inh: -6; SENP8 inh: -34

What do the screens show for `CCC1Nc2ncnc(N3CCCCC3)c2N(Cc2ccc(OC)cc2)C1=O` (centres undefined)?
SENP6 block: -7; PfG6PD inh: 2; NR3A LBD binder: -2; MPTP inh: -0.6&0.8; SENP7 inh: 2; HKDC1 inhibitor: -3; ATG4B inh: -12; SENP8 inh: 6&8
